Assay outcomes deposited in PubChem BioAssay by National Center for Advancing Translational Sciences (NCATS).
Tb PYK inh = qHTS of Trypanosoma Brucei Inhibitors | hit rate 0.12% among 410,000 | TbPYK enzyme, Kinase-Glo Plus ATP luminescence, 45 min | pyruvate kinase (Trypanosoma brucei), Q57TT1 | Potency, µM (series often up to 76.8 µM), without a hit: at the top dose activity, negative = inhibition, most hits filed as inhibitors; note: potency is the fitted concentration of half-maximal effect; nearly all actives have a fitted effect of over 50% in size
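T. brucei PYK with substrate was exposed to pin-transferred compounds across a concentration series, then started with 130 uM ADP (final). After 45 min at room temperature, Kinase-Glo Plus luminescence was read, normalized and curve-fitted.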
HCMV antiviral = qHTS Assay for inhibitors of the human cytomegalovirus (HCMV); hit rate 4.5% among 410,000; activity change, negative = inhibition, % at 57.5 µM; HFF cells, HCMV-luciferase reporter, 72 h; active compounds read low; AID 1259415, 2018; in the data active = activity change below about -60%; inconclusive = no clear call, values can overlap the other calls; inactive = above about -39%
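Cell-based, HFFs, 1000 cells/well, 16 h 37C; cpds in DMSO + HCMV-luc, MOI 1 PFU/cell; 72 h 37C; OneGlo luminescence after 5 min RT; norm. to buffer vs Salinomycin 10uM.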
LmPK inh = qHTS Assay for Inhibitors of Leishmania Mexicana Pyruvate Kinase (LmPK); Q27686; purified LmPK, Kinase-Glo ATP luminescence, 1 h; Potency, µM (titrated, usually from 57.5 µM), inactives show top-dose activity change, negative = inhibition, most hits filed as inhibitors; hit rate 0.37% among 290,000; AID 1721, 2009; note: potency is the fitted concentration of half-maximal effect
Target sequence (Q27686 whole entry, looked up): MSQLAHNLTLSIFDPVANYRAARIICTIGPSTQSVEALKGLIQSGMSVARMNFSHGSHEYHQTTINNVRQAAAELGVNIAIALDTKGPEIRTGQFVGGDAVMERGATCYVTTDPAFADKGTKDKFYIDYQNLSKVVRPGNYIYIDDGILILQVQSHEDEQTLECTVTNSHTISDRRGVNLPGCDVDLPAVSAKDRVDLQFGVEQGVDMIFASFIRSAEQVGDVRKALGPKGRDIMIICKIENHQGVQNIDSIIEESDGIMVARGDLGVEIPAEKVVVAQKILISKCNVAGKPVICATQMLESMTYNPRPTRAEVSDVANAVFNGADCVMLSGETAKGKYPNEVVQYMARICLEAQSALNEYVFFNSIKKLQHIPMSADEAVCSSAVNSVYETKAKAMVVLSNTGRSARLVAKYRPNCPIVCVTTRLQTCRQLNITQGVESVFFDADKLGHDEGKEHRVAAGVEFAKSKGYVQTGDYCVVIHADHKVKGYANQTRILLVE
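Purified LmPK (0.1 nM) with 0.5 mM PEP and 0.1 mM ADP in imidazole buffer pH 7.2 with MgCl2/KCl, 1 h at room temperature. ATP formed was read by luciferase luminescence and normalized to no-enzyme and uninhibited controls.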
AMA1 RON2 block = qHTS for Inhibitors of AMA1-RON; Towards Development of Antimalarial Drug Lead: Primary Screen. AlphaScreen AMA1-biotinylated RON2 peptide binding. hit rate 0.2% among 360,000. Potency, µM (series often up to 58.2 µM), for inactives: top-dose activity change, negative = inhibition, actives largely listed as inhibitors. Plasmodium falciparum AMA1 (3D7) - RON2 peptide interaction;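 note: potency is the fitted concentration of half-maximal effect; 0% = vehicle wells and -100% = peptide control; nearly all actives have a fitted effect of over 45% in size; some results filed as inactive show a strong effect at the top dose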
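AMA1 (3D7) with his tag at 25 nM final met compounds first, then biotinylated RON2 peptide at 25 nM; detection used donor plus acceptor beads, 10 µg/mL apiece, read by AlphaScreen after 30 min at room temperature.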
AmpC detergent = qHTS Inhibitors of AmpC Beta-Lactamase (assay with detergent). Potency, µM (series often up to 114 µM), without a hit: at the top dose activity change, negative = inhibition, most hits filed as inhibitors. P00811. AmpC hydrolysis of nitrocefin, absorbance 480 nm, 0.01% Triton. AID 485294, 2010. hit rate 0.041% among 370,000;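 note: potency is the fitted concentration of half-maximal effect; 0% = no-compound wells and -100% = no-enzyme wells; nearly all actives have a fitted effect of over 25% in size; some results filed as inactive show a strong effect at the top dose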
Target sequence (P00811 whole entry, looked up): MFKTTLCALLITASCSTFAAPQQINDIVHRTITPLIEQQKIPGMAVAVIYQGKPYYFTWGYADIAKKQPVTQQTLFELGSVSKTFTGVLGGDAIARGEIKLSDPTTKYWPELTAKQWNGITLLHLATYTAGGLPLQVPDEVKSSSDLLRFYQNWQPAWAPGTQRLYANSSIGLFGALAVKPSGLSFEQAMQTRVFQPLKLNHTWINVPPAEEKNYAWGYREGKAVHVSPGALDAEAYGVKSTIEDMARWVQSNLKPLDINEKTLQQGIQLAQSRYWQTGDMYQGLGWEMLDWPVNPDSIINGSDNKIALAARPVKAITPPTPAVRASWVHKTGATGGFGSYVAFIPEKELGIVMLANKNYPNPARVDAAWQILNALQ
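AmpC (5.3 nM in the dispensed reagent) in 20 mM phosphate pH 7.0 with 0.01% (detergent screen) or 0.0001% Triton X-100 was preincubated with compounds for 15 min at room temperature. Nitrocefin was then added from an 800 uM solution, and hydrolysis was followed at 480 nm.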
Sm TGR inh = qHTS Assay for the Inhibitors of Schistosoma Mansoni Peroxiredoxins. Schistosoma mansoni thioredoxin glutathione reductase (TGR), Q962Y6. purified TGR, DTNB reduction, TNB absorbance 405 nm. Potency, µM (titrated, usually from 114 µM), inactives show at the highest dose activity change, negative = inhibition, hits mostly inhibitors. hit rate 3% among 360,000; note: potency is the fitted concentration of half-maximal effect; nearly all actives have a fitted effect of over 60% in size
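First, TGR (20 nM dispensed) and NADPH were mixed with compound. Second, a 15 min room-temperature incubation followed. Third, further NADPH and then DTNB were added to start the reaction. Finally, TNB absorbance was monitored kinetically.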
AmpC inh no detg = qHTS Inhibitors of AmpC Beta-Lactamase (assay without detergent); AmpC nitrocefin hydrolysis, absorbance 480 nm, 0.0001% Triton; hit rate 0.52% among 330,000; Potency, µM (top dose mostly 57.1 µM), without a hit: top-dose activity change, negative = inhibition, hits mostly inhibitors; P00811;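 note: potency is the fitted concentration of half-maximal effect; plate controls were no compound for no effect and no enzyme for full effect; nearly all actives have a fitted effect of over 20% in size; some results filed as inactive show a strong effect at the top dose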
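20 mM phosphate pH 7.0 + 0.01% (detergent screen) or 0.0001% Triton X-100; 5.3 nM AmpC reagent; cpd preinc 15 min RT; nitrocefin (800 uM stock) to start; A480 q20 s × 4 min; Activity was normalised to no-enzyme and no-compound control wells.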
Numbers without * were called inactive; ? = inconclusive; . = not tested or not shown; & = joins results of further samples; [ ] = dose if it differs, or a comment. Unless noted, calls come from the whole dose curve; as a rule, active = well fitted curve in the direction sought with a large enough effect; inconclusive = small, poorly fitted or top-dose-only effect, or another doubt; inactive = no such curve, though single readings can be large; an effect the other way counts as inactive or inconclusive. Unless noted, % is set by controls: 0 for no effect and ±100 for the full control effect.

smiles | Tb PYK inh | HCMV antiviral | LmPK inh | AMA1 RON2 block | AmpC detergent | Sm TGR inh | AmpC inh no detg
CCS(=O)(=O)N1CC(=O)N(c2ccc(Cl)cc2)C(C)(C(=O)NC2CCCCCC2)C1 (stereo not drawn) | 6%[15.4 µM] | 0 | . | . | 0% | -5% | .
C=CCOC(=O)C1=C(C)N=C2SCCC(=O)N2C1c1cccs1 (stereo not drawn) | 4% | -32 | 4% | -7% | 4% | 0% | -3%
S=C(NCCc1ccccc1)NC1CCCCCC1 | -2% | 28 | 0% | 4% | 2% | 0% | -28%
O=S1(=O)CCN(C(CO)c2ccccc2)CC1 (stereo not drawn) | 2% | -20 | 6% | -1% | 5% | 0% | -6%
COc1ccccc1OC(C)C(=O)Nc1ccc2c(c1)OCCO2 (stereo not drawn) | -2% | -3 | 2% | -1% | -5% | -3% | -16%
COc1cc(OC)cc(-c2cc(NC(C)=O)n[nH]2)c1 | -1% | 43 | -1% | -3% | -4% | -8% | -20%
Cc1ccc(Nc2nc(-c3ccccc3)c(CC(=O)O)s2)cc1 | 2% | -11 | -4% | 16% | ? | -35% | ?
CCCCC[C@@H]1C=C(C(=O)O)[C@H](c2cccc(C)c2)N1S(=O)(=O)c1ccc(C)cc1 | -1% | -4 | . | 8% | . | . | -18%
CCOC(=O)COc1ccc(C(=O)CC)cc1OC | -1% | 43 | -2% | -10% | ? | 28% | -11%
COCCCNC(=O)Cn1nc(-c2cccc(OC)c2)ccc1=O | 0% | 22 | -6% | 2% | -14% | 1% | -1%
CCN(C(C)=O)c1nc(CSc2nnc(NC(C)C)s2)cs1 | 3% | 23 | 5% | 8% | -2% | -4% | -3%
Cc1occc1C(=O)N(C)CC1CCCN(CCc2ccccc2F)C1 (stereo not drawn) | -2% | -7 | -1% | 12% | -7% | -4% | 15%
C[C@H]1O[C@@H](O[C@H]2[C@@H](O)C[C@H](O[C@H]3[C@@H](O)C[C@H](O[C@H]4CC[C@@]5(C)[C@H](CC[C@@H]6[C@@H]5C[C@@H](O)[C@]5(C)[C@@H](C7=CC(=O)OC7)CC[C@]65O)C4)O[C@@H]3C)O[C@@H]2C)C[C@H](O)[C@@H]1O | 1%&0% | -100* | -3%&1% | -2% | -5%&-7% | 31%&-14%[activator] | 297%&176%[activator]
Cc1ccc(S(=O)(=O)N2CCC(C(=O)Nc3ccc(C)c(Cl)c3)CC2)cc1 | -2% | 20 | . | . | -2% | -6% | .
COc1cccc(C(=O)N2N=C(c3ccccn3)CC2(O)C(F)(F)F)c1 (stereo not drawn) | 2% | ? | 4% | 81%[activator] | -3% | -14% | -11%
CCOC(=O)c1cc(-c2ccccc2)nn1CC1CC(c2cccc([N+](=O)[O-])c2)=NO1 (stereo not drawn) | 1% | -9 | . | 6% | . | . | .
CCOC(=O)C(Cc1ccccc1)NC(=O)CNC(C)=O (stereo not drawn) | -5% | -31 | 2% | 4% | -8% | 11% | -18%
CCCC(=O)N1CCN(c2nc3ccccc3s2)CC1 | -4% | ? | -13% | 5% | -6% | 6% | 4%
Cc1cc(Br)ccc1NC(=O)CNC(=O)Cc1ccc(S(=O)(=O)N2CCOCC2)s1 | 4% | -19 | . | -16% | -4% | 0% | -11%
Cc1nc2cc(NC(=O)Nc3ccc(N4CCOCC4)cc3)ccc2n1C | -21% | -63* | 6% | -2% | 2% | 5% | -13%
COC(=O)c1ccc(C(=O)OC)c(NC(=O)CN(c2ccc3c(c2)OCO3)S(C)(=O)=O)c1 | 4% | 3 | 7% | -7% | ? | 5% | 73%[activator]
CCCc1nnc(NC(=O)CSc2nc3ccccc3[nH]2)s1 | 1% | 58 | 1% | -3% | 2% | 1% | -43%
CCOC(=O)c1c(C)nc2ccc(Cl)cc2c1-c1ccccc1 | 0% | -33 | 0% | -4% | -3% | -2% | 51%
Cc1ccc(NC(=O)CN2C(=O)NC3(CCCC3)C2=O)nc1 | -6% | -25 | . | 8% | ? | 5% | ?
CC1(C(=O)NCc2cccc3ccccc23)CCN1Cc1ccccc1OC(F)F (stereo not drawn) | -3% | -29 | . | -5% | . | . | .
CCSc1nc2ccccc2c(=O)n1C1CCOC(C)(C)C1 (stereo not drawn) | 6% | -1 | 2% | -14% | -12% | 8% | 37%
CNC(=O)C1CN(C(=O)c2cccc(S(=O)(=O)N3CCc4ccccc43)c2)c2ccccc2O1 (stereo not drawn) | 4% | -30 | . | 1% | . | . | .
CCc1ccc(C(C)NC(=O)C2(C)CC2(Br)Br)cc1 (stereo not drawn) | 0% | -22 | -1% | -3% | -12% | -17% | -21%
Cc1c(NC(=O)CCSc2ccc(Cl)cc2)c(=O)n(-c2ccccc2)n1C | 1% | -29 | -1% | 10% | ? | -1% | -1%
COc1ccc(-c2ccc(NS(=O)(=O)c3cccc([N+](=O)[O-])c3)cc2)nn1 | 6% | 7 | -5% | 5% | ? | -4% | -59%
COc1ccc(OC)c(C(=O)c2ccccc2)c1 | 1% | 74 | -2% | -6% | 1% | -3% | -15%
CCN(CC)S(=O)(=O)c1ccc(NC(=O)c2cnccn2)cc1 | 2% | 3 | 4% | 1% | 1% | -2% | 3%
COc1ccc(C(NC(=O)C(C)C)c2c(O)ccc3ccccc23)cc1 (stereo not drawn) | -3% | -31 | -3% | -5% | ? | -2%[57.1 µM] | -12%
FC(F)(F)c1cnc(C(c2ccccn2)c2ncn[nH]2)c(Cl)c1 (stereo not drawn) | -5% | -12 | -1% | 91%[activator] | ? | -1% | -8%
O=C(N/N=C\c1ccc(OC(=O)c2ccco2)cc1)c1ccc(Cl)cc1 | 0% | -22 | -2% | -3% | 1% | -2% | -23%
COc1ccc(OC)c(S(N)(=O)=O)c1 | 2% | 62 | 0% | -8% | 0% | 6% | -7%
CC(=O)c1cc2c(=O)c3cc(C)ccc3oc2nc1C | -16% | 9 | 14µM* | 5% | -2% | -4% | -13%
CCc1ccc(S(=O)(=O)c2c[nH]c3cc(OC)c(OC)cc3c2=O)cc1 | 2% | 11 | . | . | 6% | 4% | .
COCCNC(=O)/C(C#N)=C/c1cc(C(C)C)c(OC)cc1C | -6% | -18 | 2% | -21% | ? | -1% | 70%[activator]
O=C1CN(C(=O)COC(=O)c2cccs2)c2ccccc2N1 | 0% | 20 | . | -5% | 7% | 2% | -14%
O=C(NCc1ccc2c(c1)OCO2)NC12CC3CC(CC(C3)C1)C2 | -2% | 58 | -11% | -6% | 3% | 1% | -20%
COc1ccc2nc(NC(=O)c3cccs3)sc2c1 | 4% | 18 | 13µM* | -1% | -4% | -2% | -33%
CCOC(=O)C1CCN(C(=O)c2ccc(Cl)c(Cl)c2)CC1 | -3% | 40 | 3% | 16% | -2% | -2% | 18%
CCN(CC)CCNC(=O)/C(=C/c1cn(CC)c2ccccc12)NC(=O)c1cc(OC)c(OC)c(OC)c1 | -25% | -26 | 10%[11.5 µM] | -6% | -4% | -4% | 104%[activator]
O=C(NC1CC1)c1cccc2c1C(=O)c1ccc(N3CCC(Cc4ccccc4)CC3)cc1S2(=O)=O | -3% | -32 | . | 3% | . | . | -5%
COc1ccc(N2CCN(CCNC(=O)CCN3C(=O)COc4ccccc43)CC2)cc1 | 0% | -34 | 4% | 1% | -13% | -2% | 14%
Cc1ccc(Cn2c(C(C)Nc3nc(-c4ccc(F)cc4)cs3)nc3cc(Cl)c(Cl)cc32)cc1 (stereo not drawn) | 1% | -5 | . | 70%[activator] | . | . | .
CC(OC(=O)CCCCCN=C1NS(=O)(=O)c2ccccc21)C(=O)Nc1cc(Cl)cc(Cl)c1 (stereo not drawn) | -2% | 6 | 1% | -13% | -7% | 0% | -16%
COc1cc(CC(=O)NCc2ccccn2)cc(OC)c1OC | -2% | 37 | -1% | 26% | ? | -16% | -7%
CN(Cc1ccccc1)C(=O)CNC(=O)Cn1cnc2ccccc2c1=O | -4% | 60 | -3% | 3% | 2% | 4% | -9%
CCN(CC)CCNC(=O)Cn1ncc2c3ccccc3n(Cc3ccccc3C)c2c1=O | 1% | ? | . | . | 11% | 2% | .
COc1ccc(C(=O)NC(C)c2ccccc2)cc1Br (stereo not drawn) | 0% | ? | 1% | 10% | ? | 7% | -13%
COc1cc(O)sc1C=Nc1ccc(Cl)cc1 | -9% | 423 | 10% | -1% | ? | -4% | -29%
O=C(NC1CCN(S(=O)(=O)c2cccc(F)c2)CC1)c1cccc(F)c1 | 4% | -17 | -1% | 4% | -18% | 4% | -11%
C=CCNC(=S)NNC(=O)c1cccn(Cc2ccc(Cl)c(Cl)c2)c1=O | -18% | 17 | -1% | 46%[activator] | 7% | -3% | -20%
COc1ccc(CN2C[C@]3(CO)O[C@@H](CO)C[C@@H]3S2(=O)=O)cc1 | 0% | 11 | . | -6% | . | . | -13%
CC(C)CCN1CCNC(=O)C1CC(=O)Nc1ccc(F)cc1 (stereo not drawn) | 6% | -18 | 5% | -2% | 5% | 0% | 20%
O=C(c1ccco1)N(CCC(c1ccccc1)c1ccco1)Cc1ccccc1 (stereo not drawn) | -9% | -36 | 2% | ? | -9% | 50µM* | -38%

Only Tb PYK inh, AmpC detergent and Sm TGR inh, for 2 of the compounds above:
| structure | Tb PYK inh | AmpC detergent | Sm TGR inh |
| --- | --- | --- | --- |
| COc1ccc2nc(NC(=O)c3cccs3)sc2c1 | 4% | -4% | -2% |
| CCOC(=O)C1CCN(C(=O)c2ccc(Cl)c(Cl)c2)CC1 | -3% | -2% | -2% |

Compounds were not picked by outcome, and some 7.4% of all compounds hit somewhere here.
